hERG WT inh: qHTS for Inhibitors of KCHN2 3.1: Wildtype qHTS; Voltage-gated inwardly rectifying potassium channel KCNH2 (Homo sapiens), Q12809; U2OS, BacMam KCNH2, thallium flux FluxOr; stronger effect = lower value; activity change, % at 1.84 µM; actives 0.37% (n = 340,000); AID 720551, 2013;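 active = maximum activity change below -70%; inconclusive = maximum activity change between -70% and -50%; inactive = maximum activity change above -50%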
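U2OS cells were transduced with wild-type KCNH2 virus (2.03 x 10^8 / mL) for 4 h at room temperature, then cultured overnight at 37 C. Thallium flux was read with FluxOr dye. Rate constants were normalized to DMSO controls.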
Eya2 phos inh: qHTS Assay for Inhibitors of the Phosphatase Activity of Eya2. Protein phosphatase EYA2 (Homo sapiens), O00167. recombinant Eya2, OMFP fluorescence dephosphorylation (OMFP is methylfluorescein phosphate). Potency, µM (series often up to 76.9 µM), for the others: top-dose activity, negative = inhibition, usual class: inhibitors. actives 0.006% (n = 330,000); note: potency is the fitted concentration of half-maximal effect
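Eya2 protein (added as 0.2 uM solution) was preincubated with compound for 10 min at ambient temperature in 50 mM HEPES pH 7.5, 50 mM NaCl, 5 uM MgCl2, 0.05% BSA, 1 mM DTT. OMFP (added at 50 uM) then reacted 10 min; fluorescence read at 485/525 nm.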
Chronic BCR inh: qHTS Assay to Find Inhibitors of Chronic Active B-Cell Receptor Signaling; ABC-DLBCL IkBa-CBG/CBR reporter, luminescence ratio, 4 h; Potency, µM (series often up to 46.1 µM), without a hit: top-dose ratio change, negative = lower green/red ratio, actives largely listed as inhibitors; actives 0.05% (n = 340,000); active = well fitted inhibition curve with a large enough effect in the signal ratio, with a control signal flat, not every such curve was filed as active; inconclusive = small, poorly fitted or top-dose-only effect, or effect the other way, or a change in a side signal; the % refers to the signal ratio;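 note: potency is the fitted concentration of half-maximal effect; plate controls were basal doxycycline-induced cells for no effect and cells given 10 µM MG132 for full effect; MG132 reads +100%, hits lower the ratio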
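Compounds up to 46 uM were incubated four hours with TMD8 cells whose green CBG68 luciferase is fused to IkappaBalpha; red CBR luminescence normalised the signal, and concentration-effect curves were fitted to fusion, red and ratio data.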
Coupling enz: qHTS Assay for Inhibitors of Fructose-1,6-bisphosphate Aldolase from Giardia Lamblia: Coupling assay counterscreen | coupling enzyme system counterscreen, AmpLite Red fluorescence | activity change, negative = inhibition, % at 58.2 µM, hits read low | actives 0.67% (n = 290,000) | AID 2472, 2010; in the data active = activity change below about -30%
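Counterscreen lacking aldolase: glyceraldehyde-3-phosphate coupling-enzyme reagent preincubated 10 min at RT with compound (at 57.5 uM final), then substrate/coupling system with AmpLite Red added; fluorescence read at 525/598 nm after 20 min RT.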
Giardia kill: Small Molecules that selectively kill Giardia lamblia: qHTS; AID 540267, 2011; actives 0.15% (n = 340,000); Giardia lamblia trophozoite viability; activity change, % at 7.66 µM, hits read low; in the data active = activity change below about -80%; inconclusive = between about -30% and that limit;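 note: parasites exposed to compound for two days anaerobically before the ATP read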
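Giardia lamblia trophozoites (100 cells/well) were incubated with compounds for 48 h at 37 deg C under anaerobic conditions. Viability was read as ATP content by one-step luminescence after 15-30 min at room temperature.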
uPA generation: qHTS for Inhibitors of Cell Surface uPA Generation. cell surface uPA generation assay, qHTS. Potency, µM (doses to about 38.3 µM), without a hit: at the highest dose activity change, negative = inhibition, most hits filed as inhibitors. actives 0.31% (n = 330,000); active = well fitted inhibition curve with a large enough effect; inconclusive = small, poorly fitted or top-dose-only effect; inactive = no such curve, though single readings can be large or run the other way; tested in mouse RAW 264.7 cells; note: potency is the fitted concentration of half-maximal effect; nearly all actives have a fitted effect of over 55% in size
USP2a inh: qHTS Assay for Inhibitors of Ubiquitin-specific Protease USP2a Using CHOP2 as the Reporter; actives 0.01% (n = 330,000); Potency, µM (series often up to 38.3 µM), inactives show top-dose activity change, negative = inhibition, actives largely listed as inhibitors; Ubiquitin carboxyl-terminal hydrolase 2 (Homo sapiens), O75604; USP2 core, Ub-CHOP2 coupled fluorogenic reporter, 485/531;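 note: potency is the fitted concentration of half-maximal effect; plate controls were DMSO wells for no effect and full inhibition by NEM control for full effect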
Target sequence (O75604 whole entry, looked up): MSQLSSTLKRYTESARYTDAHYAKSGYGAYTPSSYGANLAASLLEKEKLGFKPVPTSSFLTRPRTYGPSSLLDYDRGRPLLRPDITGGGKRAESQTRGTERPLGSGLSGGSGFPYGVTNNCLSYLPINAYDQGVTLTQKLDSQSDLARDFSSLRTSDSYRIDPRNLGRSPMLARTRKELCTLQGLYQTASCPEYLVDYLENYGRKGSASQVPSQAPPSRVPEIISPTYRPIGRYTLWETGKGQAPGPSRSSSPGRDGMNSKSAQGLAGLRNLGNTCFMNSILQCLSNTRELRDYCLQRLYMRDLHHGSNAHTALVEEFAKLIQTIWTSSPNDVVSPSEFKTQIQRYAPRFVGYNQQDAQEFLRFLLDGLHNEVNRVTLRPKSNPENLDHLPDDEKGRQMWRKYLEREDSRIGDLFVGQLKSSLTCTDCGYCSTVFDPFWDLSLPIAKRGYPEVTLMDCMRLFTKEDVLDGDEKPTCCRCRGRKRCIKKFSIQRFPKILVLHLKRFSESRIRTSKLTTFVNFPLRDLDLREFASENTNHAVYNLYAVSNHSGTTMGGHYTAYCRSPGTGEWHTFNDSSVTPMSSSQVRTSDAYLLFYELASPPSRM
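Cell-free coupled assay: 10nM USP2 core preincubated 30min RT with compound in Tris-HCl pH 8.0/CaCl2/CHAPS buffer, then 25nM Ub-CHOP2 and 25nM reporter substrate; fluorescence (Ex 485/Em 531) read after 60min RT, normalized to NEM inhibition, concentration-response curves fitted.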
PKM2 activator: qHTS Assay for Activators of Human Muscle isoform 2 Pyruvate Kinase; Potency, µM (series often up to 57.5 µM), inactives show at the highest dose activation, usual class: activators; actives 0.34% (n = 260,000); purified PKM2, Kinase-Glo ATP luminescence, activation; response scale: 0% is enzyme alone, no compound; note: potency is the fitted concentration of half-maximal effect; nearly all actives have a fitted effect of over 55% in size
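ATP formation by purified human PK-M2, quantified via coupled luciferase luminescence after 1 h at room temperature with 0.1 mM ADP and 0.5 mM PEP final.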
KCNH2 3.1 block: qHTS for Inhibitors of KCHN2 3.1: Mutant qHTS; U2OS KCNH2 3.1, thallium flux FluxOr; stronger effect = lower value; activity change, % (tested at about 1.8 µM); actives 0.95% (n = 340,000); AID 720553, 2013;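 active = maximum activity change below -70%; inconclusive = maximum activity change from -70% to -50%; inactive = maximum activity change above -50%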;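 note: thallium influx rate constant from kinetic fluorescence after stimulation buffer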
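Virally transduced U2OS (3.1 isoform, 4 h infection in dark at RT) → overnight 37 C → FluxOr + Red40 in HBSS/HEPES, 45 min → stimulation buffer, 2 min kinetic read → rate constant vs DMSO controls.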
B2AR arrestin: qHTS assay of beta-arrestin-biased ligands of beta2-adrenergic receptor; Beta-2 adrenergic receptor (Homo sapiens), P07550; beta-arrestin recruitment to beta2AR, cell-based reporter; Potency, µM (series often up to 46.1 µM), for the others: at the highest dose activation, usual class: activators; actives 0.02% (n = 330,000); AID 492947, 2010;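 note: potency is the fitted concentration of half-maximal effect; 0% = DMSO controls and full agonism = EC100 isoproterenol or metaproterenol; nearly all actives have a fitted effect of over 65% in size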
GALK inh: qHTS Assay for Inhibitors of Human Galactokinase (GALK); P51570; Purified GALK, Kinase-Glo residual ATP luminescence; Potency, µM (series often up to 57.5 µM), for inactives: at the top dose activity change, negative = inhibition, usual class: inhibitors; actives 0.007% (n = 270,000); note: potency is the fitted concentration of half-maximal effect
Target sequence (P51570 whole entry, looked up): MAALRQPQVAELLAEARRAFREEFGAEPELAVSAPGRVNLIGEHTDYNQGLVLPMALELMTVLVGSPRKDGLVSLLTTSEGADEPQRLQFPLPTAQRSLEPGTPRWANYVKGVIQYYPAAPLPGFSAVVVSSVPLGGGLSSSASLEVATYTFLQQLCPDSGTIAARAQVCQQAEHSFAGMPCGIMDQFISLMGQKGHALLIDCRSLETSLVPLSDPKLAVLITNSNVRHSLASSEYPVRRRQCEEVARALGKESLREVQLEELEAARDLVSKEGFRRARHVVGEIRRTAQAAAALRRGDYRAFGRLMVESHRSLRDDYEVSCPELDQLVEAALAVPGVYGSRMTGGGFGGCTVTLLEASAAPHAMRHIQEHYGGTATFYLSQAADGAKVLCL
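Compounds were pin-transferred into ATP buffer (35 uM final), then GALK plus galactose (5 nM, 100 uM final) was added. After 1 h at room temperature, Kinase-Glo Plus was added and luminescence read after 10 min.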
* = called active by the depositor; i = inactive; ? = inconclusive; . = no result given; [ ] = remark or other dose. Unless noted, calls come from the whole dose curve; as a rule, active = well fitted curve in the direction sought with a large enough effect; inconclusive = small, poorly fitted or top-dose-only effect, or another doubt; inactive = no such curve, though single readings can be large; an effect the other way counts as inactive or inconclusive. Unless noted, % is set by controls: 0 for no effect and ±100 for the full control effect.

SMILES	hERG WT inh	Eya2 phos inh	Chronic BCR inh	Coupling enz	Giardia kill	uPA generation	USP2a inh	PKM2 activator	KCNH2 3.1 block	B2AR arrestin	GALK inh
Oc1ccc(C=Nc2ccc(N3CCOCC3)cc2)c(O)c1	1	12%	1%	-13	1	-12%	3%	-2%	12	-1.7%	1%
O=C(NCc1ccccc1)c1c(Cl)nc(Cl)c(Cl)c1Cl	6	0%	?	0	-6	1%	2%	.	-1	-0.1%	-3%
CC(NC(=O)/C(=C/c1ccc2c(c1)OCO2)NC(=O)c1cccc([N+](=O)[O-])c1)C(=O)O (configuration not stated)	-3	-9%	6%	5	4	0%	-3%	12%	?	0.1%	5%
COc1ccc(NC(=S)NC(=O)/C=C/c2cccs2)cc1	7	9%	?	-1	-21	-1%	0%	-6%	21	0.0%	-2%
Cc1nn(CC(=O)NCC(C)c2ccccc2)c(=O)c2cc(-c3ccccc3)nn12 (configuration not stated)	-4	0%	1%	.	-5	0%	0%	.	8	-0.9%	1%
COc1ccc(-c2[nH]ncc2N=Nc2cc(C)cc(C)c2)cc1	-2	8%	?	-5	-13	-5%	8%	5%	10	-0.8%	-2%
COc1ccc(CN2CCNC(=O)C2CC(=O)O)cc1OC (configuration not stated)	-9	-2%	-5%	-4	-20	6%	2%	-7%	4	-0.7%	-2%
COc1cccc(NC(=O)C(=O)N/N=C/c2ccc3c(c2)OCO3)c1	-14	9%	0%	-3	23	-4%	0%	4%	.	-0.8%	-1%
O=C(O)c1cc(-c2cccs2)nc2ccc(F)cc12	16	5%	0%	0	6	19%	-1%	0%	-14	-1.0%	-2%
COc1ccc(-c2nnn(CC(=O)NCc3ccc4c(c3)OCO4)n2)cc1OC	6	1%	-1%	1	11	-6%	-1%	3%	-1	-0.1%	-1%
CC(C)C(c1nnnn1C(C)(C)C)N1CCOCC1 (configuration not stated)	4	8%	0%	1	-5	5%	0%	-12%	5	-0.1%	0%
CCCNC(=O)CN1CCN(c2cc3ccccc3c(Cl)n2)CC1	0	2%	-13%	-2	-4	6%	0%	1%	3	0.5%	12%
CC1CCCC(NC(=S)NC(=O)c2ccco2)C1C (configuration not stated)	-1	-4%	1%	.	-6	0%	1%	.	-43	-0.2%	.
CCCCCN(C(=O)CCC(=O)OCCOc1cccc(Cl)c1)c1c(N)n(CCCC)c(=O)[nH]c1=O	2	-2%	1%	.	-6	36%[activator]	-1%	.	-4	0.0%	.
O=C1NC(=Nc2cccnc2)S/C1=C\c1cccc(F)c1	-2	-17%	?	4	8	-15%	1%	3%	11	-0.2%	2%
O=C(CCCc1c[nH]c2ccccc12)NCc1ccccc1C(F)(F)F	-5	-1%	?	-1	23	-2%	3%	.	-1	0.3%	10%
CC(NC(=O)c1ccco1)C(c1cccs1)N1CCN(c2ccccc2F)CC1 (configuration not stated)	-9	-20%	5%	3	-4	-4%	-10%	5%	4	0.1%	-3%
C/C(=N\NC(=O)c1nnn(-c2nonc2N)c1CN(C)c1ccccc1)c1ccc(O)cc1	-10	2%	-2%	-20	4	4%	0%	.	-19	0.0%	8%
CCn1cc(CNc2nc3nonc3nc2N2CCCCC2)cn1	3	-13%	-1%	2	-4	1%	0%	4%	-7	0.4%	-1%
CCOc1ccc(NC(=O)Cc2ccccc2)cc1	-1	7%	?	2	-12	-2%	0%	-5%	-12	-0.5%	.

Of the compounds above, these contain a furan ring, fused or not.
SMILES	hERG WT inh	Eya2 phos inh	Chronic BCR inh	Coupling enz	Giardia kill	uPA generation	USP2a inh	PKM2 activator	KCNH2 3.1 block	B2AR arrestin	GALK inh
CC1CCCC(NC(=S)NC(=O)c2ccco2)C1C (configuration not stated)	-1	-4%	1%	.	-6	0%	1%	.	-43	-0.2%	.
CC(NC(=O)c1ccco1)C(c1cccs1)N1CCN(c2ccccc2F)CC1 (configuration not stated)	-9	-20%	5%	3	-4	-4%	-10%	5%	4	0.1%	-3%

(further entries)
SMILES	hERG WT inh	Eya2 phos inh	Chronic BCR inh	Coupling enz	Giardia kill	uPA generation	USP2a inh	PKM2 activator	KCNH2 3.1 block	B2AR arrestin	GALK inh
Cc1c([N+](=O)[O-])ccc(S(=O)(=O)N2CCC(C(N)=O)CC2)c1C	2	11%	?	3	-2	4%	-2%	-2%	2	-0.1%	3%
O=C(NCCCN1CCOCC1)c1ccc(-n2nc(C(F)(F)F)cc2-c2cccs2)cc1	4	-9%	?	-4	14	-4%	-4%	5%	-5	-0.1%	2%
O=c1c(-c2c(O)cc(O)c3c2O[C@H](c2ccc(O)cc2)CC3)c(-c2ccc(O)cc2)oc2cc(O)cc(O)c12	-1	-2%	-1%	.	15	24%	3%	.	17	-0.2%	.
O=c1c2ccccc2nc2n1CCCS2	1	-2%	-10%	0	-2	10%	-2%	2%	5	2.4%	0%
CCOC(=O)c1cc(-c2ccccc2)n(CC(=O)Nc2cccc(OC)c2)c1C	4	2%	?	3	-3	0%	-1%	9%	5	-1.9%	-3%
N#Cc1ccccc1OCC(=O)NCC(c1ccc(F)cc1)N1CCOCC1 (configuration not stated)	-9	15%	-6%	.	6	-10%	-1%	.	2	0.1%	.
O=C(c1ccco1)N1CCN(C(=O)c2ccc(CS(=O)c3cccc(Cl)c3)o2)CC1 (configuration not stated)	11	3%	8%	.	-6	-3%	1%	.	22	0.7%	-4%
Cc1ccc(OCCCSc2n[nH]c(N)n2)cc1	16	-8%	-1%	2	-7	-16%	0%	2%	38	-0.6%	8%
CC1CC(=O)N(CC(=O)NC2CCCCC2)c2ccccc2S1 (configuration not stated)	5	-21%	-5%	0	-10	2%	1%	.	13	0.1%	-1%
N#CCCN(C(=O)COC(=O)CCN=C1NS(=O)(=O)c2ccccc21)c1ccc(F)cc1	13	1%	2%	.	-4	-18%	-2%	.	7	-0.6%	.
CCCc1cc(NC(=O)COC(=O)c2ccc(O)cc2O)n(-c2ccccc2)n1	-30	8%	?	.	8	-2%	2%	.	-4	0.0%	.
CC(=O)c1ccc(NC(=S)N2CCN(S(=O)(=O)c3ccc(F)cc3)CC2)cc1	-7	-3%	2%	-1	3	3%	7%	6%	.	-0.4%	3%
O=C(Cc1ccccc1)NNC(=O)c1ccc(NC(=O)c2ccccc2)cc1	3	7%	3%	2	1	4%	0%	-27%	9	0.0%	-2%
CCC1CCCCN1c1ccc([N+](=O)[O-])cc1/C=N/NC(=O)Cn1c2ccccc2c(=O)c2ccccc21 (configuration not stated)	-10	-3%	3%	0	-12	2%	2%	-17%	5	0.3%	-2%
N/C(=N\OC(=O)Nc1ccccc1)c1ncc(C(F)(F)F)cc1Cl	15	24%	15%	-1	-13	-1%	4%	-5%	9	-0.4%	1%
CN(C)c1[nH]c(=O)c(C#N)c2c1CCN2Cc1ccccc1	0	1%	3%	-14	4	-6%	-1%	?	4	-0.3%	0%
O=C(O)CN1C(=O)/C(=C\c2cc(Br)ccc2OCc2ccccc2F)SC1=S	-8	-5%	1%	16	?	4%	-1%	.	1	0.4%	.
O=C(c1ccc(Cl)c(S(=O)(=O)N2CCCCCC2)c1)N1CCCC(C(F)(F)F)C1 (configuration not stated)	-3	11%	0%	.	3	-2%	1%	.	-9	-0.7%	.
CN(c1cccc(NC(=O)Cc2ccccc2)c1)S(C)(=O)=O	6	-17%	9%	4	0	3%	2%	0%	13	0.3%	-4%
COC(=O)c1ccc(COC(=O)c2ccc(SC)cc2OC)cc1	-11	-12%	?	-3	-8	8%	3%	2%	0	-0.3%	0%
CC(=O)c1cccc(NC(=O)COC(=O)c2cccc(N3C(=O)c4ccccc4C3=O)c2)c1	i	2%	?	-1	12	-1%	-1%	3%	11	-1.5%	0%
CCOc1ccccc1NC(=O)c1ccccc1-c1nc(-c2ccccc2)no1	-3	5%	4%	1	4	-10%	-1%	-2%	-17	0.1%	3%
Cc1nnc(SCC(=O)N2CCN(S(=O)(=O)c3ccc(Cl)cc3)CC2)[nH]c1=O	-2	3%	?	6	-20	2%	3%	7%	32	0.0%	4%
O=[N+]([O-])c1ccc(N2CCSCC2)cc1O	0	-29%	0%	3	13	19%	2%	0%	10	0.4%	.
CC1Cc2ccccc2N1C(=O)c1ccc2c(c1)nnn2C (configuration not stated)	0	-18%	-3%	2	0	5%	-1%	?	-5	-0.4%	0%

From PubChem BioAssay

No enrichment for hits. Share with any hit: about 2.4%.
